# CD40 NFkB inh = CD40 pathway inhibition in BL2 cells | 0.94% of 83,000 active | BL2 NF-kB luciferase reporter, CD40L-induced, 4 h | AID 1053188 | inhibition, % at 10 µM;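 active = mean inhibition of at least 50% with a set share of replicates also reaching that level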;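 note: 0% = neutral control wells and 100% = IKK inhibitor VII at 50 µM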
# The depositor's hits bear a star; & = joins results of further samples; [ ] = remark or other dose. Only part of the results is shown; count on the stated rates, not on these rows.
SMILES,CD40 NFkB inh
Cc1ccc(S(=O)(=O)N2CCC(C(=O)OCC(=O)N(C)C3CCS(=O)(=O)C3)CC2)cc1C (stereo unspecified),21
CCOc1ccc(-n2ccnc(SCC(=O)NCc3cccc(OC)c3)c2=O)cc1,2
O=C(Nc1ccc2nc(-c3cccnc3)[nH]c2c1)C12CC3CC(CC(C3)C1)C2,-37
CCCNC(=O)N1[C@@H]2CNC[C@H]1C2c1ccc(-c2ccccc2)cc1 (stereo partly specified),6&-16[25 µM]
O=C(Nc1sc2c(c1C(=O)NC1CCCCC1)CCC2)c1ccco1,17
O=C(Cn1cnc2ccccc2c1=O)Nc1ccc2c(c1)CCC2,-11
CCn1c2ccccc2nc2cc3c(cc21)c(Cl)c(=O)c1ccccc13,90*
O=C(C[C@@H]1CC[C@@H]2[C@H](COC[C@H](O)CN2CC2CCOCC2)O1)NCc1ccc(Cl)cc1,-19[25 µM]
O=C(Cc1ccccc1[N+](=O)[O-])NCCCN1CCOCC1,0
Cc1ccc(S(=O)(=O)N2CCN(C(=O)Cc3sc(C)nc3-c3ccc(F)cc3)CC2)c(C)c1,-8
N#Cc1nc(-c2ccco2)oc1N1CCCC1,3
CC(C)(C)c1ccc(C(=O)NCCC(=O)NC2=NCCS2)cc1,2
O=C(Nc1ccc(F)cc1)N1CC(=O)N2[C@@H](CO)[C@@H](c3ccc(C4=CCCC4)cc3)[C@@H]2C1,4[25 µM]
CCOC(=O)c1[nH]c(C)c(C(=O)OC)c1C,-14
COc1ccc(NC(=O)CCN2CC(C)OC(C)C2)c(OC)c1 (stereo unspecified),3

# Part of the list above in order of length of the SMILES, low to high.
SMILES,CD40 NFkB inh
N#Cc1nc(-c2ccco2)oc1N1CCCC1,3
COc1ccc(NC(=O)CCN2CC(C)OC(C)C2)c(OC)c1 (stereo unspecified),3
O=C(C[C@@H]1CC[C@@H]2[C@H](COC[C@H](O)CN2CC2CCOCC2)O1)NCc1ccc(Cl)cc1,-19[25 µM]

# Next structures follow:
SMILES,CD40 NFkB inh
Cc1cc(=O)[nH]c(SCC(=O)Nc2ccc(Cl)cn2)n1,5
CCOC(=O)N1CCN(C(=O)COC(=O)CNC(=O)c2ccc(C)cc2)CC1,4
CCNc1nnc(SCC(=O)c2cc(C)n(C3CC3)c2C)s1,-11
C[C@H]1CN([C@@H](C)CO)C(=O)c2c(c3ccccc3n2C)-c2ccccc2CO[C@H]1CN(C)Cc1ccc(Cl)c(Cl)c1,-11[25 µM]
O=C(NCC[C@H]1CC[C@H](NS(=O)(=O)Cc2ccccc2)[C@@H](CO)O1)C1CCCC1,4
Cc1nc(C(=O)N2CCC(C)(C(=O)NS(=O)(=O)C3CC3)C2)c(C)o1 (stereo unspecified),4
CCCC(=O)NCCCc1nc2ccccc2n1C,10
COc1cc(Cn2c3ccc(NC(=O)CC(C)(C)C)cc3c(=O)n2C)ccc1F,14
N#Cc1c(N)nc2c(c1-c1ccco1)CCCCC2,16
Cc1ccc(C(=O)NCCc2ccncc2)cc1,-47
O=S(=O)(c1ccccc1)N1[C@@H]2CNC[C@H]1C2c1ccc(-c2ccccc2)cc1 (stereo partly specified),-14&-10
CCCNC(=O)N1CC(=O)N2[C@H](CO)[C@@H](c3ccc(C#Cc4cccc(OC)c4)cc3)[C@H]2C1,15[25 µM]
CCN1CCN(c2cc3c(cc2F)c(=O)c(C(=O)O)cn3C2CC2)CC1,6
Cc1ccccc1C(=O)c1ccccc1C(=O)c1ccccc1,8
O=C(Cn1cnc2sc(-c3ccccc3)cc2c1=O)NCCc1ccccc1,-6
CC(C)C(=O)c1cc2c(cc1NC(=O)Nc1cccc3ccccc13)OCCO2,3
CC(=O)c1cccc(NC(=S)N2c3ccccc3CC2C)c1 (stereo unspecified),-44
O=C(COc1ccc2ccccc2c1)Nc1ccccc1C(=O)O,-22
COc1cc(C(=O)Nc2ccc(C)cc2)c(-n2cnnn2)cc1OC,11
O=C(Cc1coc2ccc3ccccc3c12)NCc1ccccc1,-17
CCOCCCNC(=O)C(Cc1ccccc1)NS(=O)(=O)c1ccc2c(c1)c(=O)n(C)c(=O)n2C (stereo unspecified),9
C[C@@H]1CN([C@H](C)CO)C(=O)c2cc(NS(=O)(=O)c3ccc(Cl)cc3)ccc2O[C@@H](C)CCCCO[C@H]1CN(C)S(=O)(=O)c1ccc(F)cc1,7
O=C(NCCCO)C(=O)c1c(-c2ccccc2)cc2ccccn12,4
O=C(Cc1cccs1)N/N=C/c1ccco1,1
COC(=O)c1cc2oc3ccccc3c2n1CC(=O)N1CCCc2ccccc21,13
CCc1cc(C(=O)COc2ccc(F)cc2)c(O)cc1O,-36
CC(C)n1ncc2c(C(=O)N3CCN(Cc4cccs4)CC3)cc(C3CC3)nc21,-2
C[C@H]1CN([C@@H](C)CO)C(=O)c2cccc(NC(=O)Nc3ccc(C(F)(F)F)cc3)c2O[C@@H]1CN(C)S(=O)(=O)c1cn(C)cn1,-2[25 µM]
COc1cccc(-c2cccc(NC(=O)C3CCN(Cc4ccc(CO)o4)CC3)c2)c1,11
CCCCN(C(=O)C1CCCO1)c1c(N)n(CCC)c(=O)[nH]c1=O (stereo unspecified),0
C[C@@H]1CN([C@@H](C)CO)C(=O)c2c(c3ccccc3n2C)-c2ccccc2CO[C@H]1CN(C)Cc1ccc(-c2ccccc2)cc1,-4
Nc1cc2c(cc1Cl)-c1ccc(Cl)cc1C2,-61
COc1ccc(NC(=O)N(C)C[C@@H]2Oc3ccc(NS(=O)(=O)c4ccc(F)cc4)cc3C(=O)N([C@H](C)CO)C[C@H]2C)cc1,1
COc1cccc(C(O)c2nc(-c3ccc(C)c(C)c3)cs2)c1 (stereo unspecified),2
Cc1[nH]c2ccccc2c1C(=O)C(=O)NC1CC(=O)N(c2ccc(F)cc2)C1 (stereo unspecified),-1
Cc1nc2ccccc2nc1OCC(=O)Nc1cc(C(F)(F)F)ccc1N1CCOCC1,12
Cn1c(=O)oc2cc(S(=O)(=O)NCCN3CCCCCC3)ccc21,8
O=C1COc2ccc(S(=O)(=O)N3CCCC3)cc2N1,-1
Cc1ccc(S(=O)(=O)NCc2ccccc2)cc1C(=O)N1CCCCCCC1,20
CC(C)NC(=O)N1C[C@H]2[C@@H](c3ccccc31)[C@H](CO)N2C(=O)C1CCCC1,9[25 µM]
Cc1nn(-c2ccccc2)c(Cl)c1/C=C1\C(=O)N(C)C(=S)N1C,12
COCCN(C(=O)COC(=O)c1ccc(-c2ccccc2)cc1)c1c(N)n(Cc2ccccc2)c(=O)[nH]c1=O,7
O=C(Cn1c(=O)sc2ccccc21)Nc1ccc(S(=O)(=O)N2CCCCC2)cc1,0
CCCn1c(N)c(N(CCOC)C(=O)c2cccc(S(=O)(=O)N3CCCc4ccccc43)c2)c(=O)[nH]c1=O,6
O=S(=O)(Nc1ccc(-c2nc3ccccc3o2)cc1)c1ccccc1,-35
Cc1ccc(S(=O)(=O)CC(O)COc2ccc(C#N)cc2)cc1 (stereo unspecified),9
CC1(C)C2CCC1(CS(=O)(=O)NCc1ccc(C(F)(F)F)cc1)C(=O)C2 (stereo unspecified),3
S=C(NCc1ccccc1)NCc1cccc(CNC(=S)NCc2ccccc2)c1,16
CNS(=O)(=O)c1cccc(C(=O)OCC(=O)Nc2sc3c(c2C#N)CCCCC3)c1,-41
C[C@H](CO)N1C[C@H](C)[C@H](CN(C)Cc2ccc(C(=O)Nc3ccccc3N)cc2)Oc2c(NC(=O)c3ccncc3)cccc2C1=O,-46
Cc1cccc(S(=O)(=O)N[C@H]2CC[C@@H](CCNC(=O)Nc3cc(F)ccc3F)O[C@H]2CO)c1,5[25 µM]
CS(=O)(=O)c1ccc(N2CCOCC2)c(S(C)(=O)=O)c1,4
O=C(CC1(C(=O)O)CCCC1)N1CCOCC1,0
CC(C)(CNC(=O)c1ccc(-c2ccccc2Cl)o1)N1CCOCC1,-61
COc1ccccc1NC(=O)N1C[C@@H]2N[C@H](C1)C2c1ccc(-c2cccc(C#N)c2)cc1 (stereo partly specified),30&15[25 µM]
Cc1sc(NC(=O)CCC(=O)O)c(C#N)c1C,5
Cc1nc2ccc(C(=O)NCCCn3ccnc3)cn2c1N(C)CC1CCCCC1,9
O=C(C[C@H]1CC[C@@H]2[C@H](COC[C@H](O)CN2S(=O)(=O)c2ccc(Cl)cc2)O1)NCCN1CCCCC1,-6
COc1ccc(N2CCN(C(=O)CCc3nnc4ccc(N5CCCC5)nn34)CC2)cc1,5
CCCCn1cnc2c(SCc3ccccc3Cl)nc(N)nc21,-49

# Next part.
SMILES,CD40 NFkB inh
CSCCC(NC(=O)c1c(C)oc2c1CCCC2)C(=O)O (stereo unspecified),1
COc1cccc(-c2cnc(C(O)c3cc(Cl)cc(Cl)c3)[nH]2)c1 (stereo unspecified),9
CCC(=O)OCn1nnc2ccccc2c1=O,0
CSC1SCC2C(=O)N(C)C(C(C)C)C(=O)OCC(NC(=O)c3cnc4ccccc4n3)C(=O)NC(C)C(=O)N(C)C1C(=O)N(C)C(C(C)C)C(=O)OCC(NC(=O)c1cnc3ccccc3n1)C(=O)NC(C)C(=O)N2C (stereo unspecified),92*
COc1ccc(CCC(=O)NNC(=S)NCc2ccc(F)cc2)cc1,4
C[C@@H]1CN([C@H](C)CO)C(=O)Cc2cc(NC(=O)CCC(F)(F)F)ccc2O[C@@H]1CN(C)CC1CC1,4[25 µM]
CCC(NS(=O)(=O)c1ccc(OC)cc1)C(=O)O (stereo unspecified),4
COc1ccc(-n2nnc3c(SCc4ccccc4)ncnc32)cc1,-27
COCC(=O)N1[C@H](CNC(=O)c2ccccn2)[C@@H](c2ccccc2)[C@@H]1CO,-5[25 µM]
O=C(Cn1c(-c2ccccn2)nc2ccccc21)NCCN1CCOCC1,1
Cc1ccc2c(c1)c1cccc3c1n2CCN3CCC(N)=O,-131
Cc1noc(C)c1COc1cccc(C(=O)N2CCc3ccccc32)c1,18
Cc1nc2sc(C(c3ccco3)N3CCc4ccccc4C3)c(O)n2n1 (stereo unspecified),-9
CCOC(=O)c1[nH]c(C)c(C(=O)OCCOc2cccc(C)c2)c1C,-22
O=C(CNS(=O)(=O)c1ccc(Cl)c(C(F)(F)F)c1)NC1CCCCCC1,8
COc1ccc2[nH]c3c(NCCCN4CCCC4=O)ncnc3c2c1,-32
CC(C)CNC(=O)C1(C)CCCN1C(=O)CCc1cccs1 (stereo unspecified),-2
N#CCCN(Cc1cccs1)C(=O)Nc1ccccc1,-4
CN(CCC#N)C(=O)CC(Cc1ccccc1)C1CCOC(C)(C)C1 (stereo unspecified),16
CC(c1ccccc1)c1nnc(NC(=O)c2ccc3c(c2)OCO3)s1 (stereo unspecified),-22
Cn1c(=O)c2[nH]c(C3CC3)nc2n(C)c1=O,10
Cc1ccc(S(=O)(=O)NC2CCSC2=O)cc1C (stereo unspecified),2
CCOc1ccccc1C(=O)NCC(=O)OCCCOC(=O)CNC(=O)c1ccccc1OCC,13
N/C(=N\OC(=O)c1ccc([N+](=O)[O-])cc1)c1ccccn1,68*
Cc1cccc(NC(=O)CSc2nnc(NC(=O)c3ccco3)s2)c1,-10
c1csc(CSc2nnc3sc4ccccc4n23)c1,-103
COc1ccc(Nc2nc3ccccc3c(=O)s2)c(OC)c1,-41
Cc1nn(C(C)CC(=O)O)c(C)c1C (stereo unspecified),0
COc1cc2ncnc(Nc3ccc4c(c3)OCO4)c2cc1OC,3
COC(=O)c1sc2ccccc2c1C(=O)OC,-1
Cc1ccc(NC(=O)CN2C(=O)NC(C)(C)C2=O)cc1S(=O)(=O)N1CCCCCC1,10
CC(=O)Nc1ccc(NC(=O)C2c3ccccc3Oc3ccccc32)cc1,2
CC(C)CCNc1nc2c(c(=O)[nH]c(=O)n2C)n1CC(O)COC(C)C (stereo unspecified),-1
Cc1ccc(-c2nc(C3CCN(S(=O)(=O)c4ccc(C(C)(C)C)cc4)CC3)no2)cc1,7
COC(=O)C[C@H]1C[C@H]2c3cc(N)ccc3O[C@H]2[C@@H](CO)O1,-8[25 µM]
O=C(Nc1cccc(S(=O)(=O)N2CCCCCC2)c1)C1CCC1,20
CC(=O)c1cccc(NC(=O)c2ccc(OC3CSC3)cc2)c1,-8
CN(Cc1ccco1)S(=O)(=O)c1cc(F)ccc1CN1C(=O)c2cccnc2C1=O,3
OC(COCCC12CC3CC(CC(C3)C1)C2)CN1CCCC1 (stereo unspecified),11
COc1ccc(CC2NCCC3(O)CCCCC23)cc1 (stereo unspecified),3

# Laid out differently: results already given.
Compound | CD40 NFkB inh
Cn1c(=O)c2[nH]c(C3CC3)nc2n(C)c1=O | 10
Cc1ccc(S(=O)(=O)NC2CCSC2=O)cc1C (stereo unspecified) | 2
CCOc1ccccc1C(=O)NCC(=O)OCCCOC(=O)CNC(=O)c1ccccc1OCC | 13
N/C(=N\OC(=O)c1ccc([N+](=O)[O-])cc1)c1ccccn1 | 68*
Cc1cccc(NC(=O)CSc2nnc(NC(=O)c3ccco3)s2)c1 | -10
c1csc(CSc2nnc3sc4ccccc4n23)c1 | -103
COc1ccc(Nc2nc3ccccc3c(=O)s2)c(OC)c1 | -41
Cc1nn(C(C)CC(=O)O)c(C)c1C (stereo unspecified) | 0
COc1cc2ncnc(Nc3ccc4c(c3)OCO4)c2cc1OC | 3
COC(=O)c1sc2ccccc2c1C(=O)OC | -1
Cc1ccc(NC(=O)CN2C(=O)NC(C)(C)C2=O)cc1S(=O)(=O)N1CCCCCC1 | 10
CC(=O)Nc1ccc(NC(=O)C2c3ccccc3Oc3ccccc32)cc1 | 2
CC(C)CCNc1nc2c(c(=O)[nH]c(=O)n2C)n1CC(O)COC(C)C (stereo unspecified) | -1
Cc1ccc(-c2nc(C3CCN(S(=O)(=O)c4ccc(C(C)(C)C)cc4)CC3)no2)cc1 | 7
COC(=O)C[C@H]1C[C@H]2c3cc(N)ccc3O[C@H]2[C@@H](CO)O1 | -8[25 µM]
O=C(Nc1cccc(S(=O)(=O)N2CCCCCC2)c1)C1CCC1 | 20
CC(=O)c1cccc(NC(=O)c2ccc(OC3CSC3)cc2)c1 | -8
CN(Cc1ccco1)S(=O)(=O)c1cc(F)ccc1CN1C(=O)c2cccnc2C1=O | 3
